Source: PubChem BioAssay
mIDH1 inhibitor: qHTS for Inhibitors of mutant isocitrate dehydrogenase 1 (IDH1): qHTS; IDH1-R132H enzyme, NADPH consumption, diaphorase/resazurin fluorescence; Isocitrate dehydrogenase [NADP] cytoplasmic (Homo sapiens), O75874; Potency, µM (doses to about 76.6 µM), for the others: at the top dose activity change, negative = inhibition, usual class: inhibitors; 0.093% of 390,000 active; also: potency is read from the fitted curve at half-maximal effect; % is scaled to controls: 0 for no effect and ±100 for the full control effect; nearly all actives have a fitted effect of over 65% in size
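IDH1-R132H (0.5 ug/mL dispensed) in pH 7.5 Tris buffer was preincubated 30 min with compound, then given a substrate mix of 0.016 mM NADPH and 2 mM alpha-KG for 80 min at room temperature; remaining NADPH was read by diaphorase/resazurin fluorescence.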
TrxR1 substrate: qHTS Assay for Substrates of Mammalian Selenoprotein Thioredoxin Reductase 1 (TrxR1): qHTS; Thioredoxin reductase 1, cytoplasmic (Rattus norvegicus), O89049; purified TrxR1 substrate turnover, NADPH consumption readout; Potency, µM (series often up to 114 µM), for the others: at the top dose activity change, negative = substrate turnover; 0.01% of 390,000 active; also: potency is read from the fitted curve at half-maximal effect; % is scaled to controls: 0 for no effect and ±100 for the full control effect; nearly all actives have a fitted effect of over 50% in size
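Rat TrxR1, dispensed at 90 nM, was prereduced with 400 uM NADPH (final) for 5 min at ~22 deg C, then incubated with compound 15 min before 400 uM selenite. A first-read NADPH fluorescence drop versus no-compound background flagged substrates.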
D2 agonist: HTS Assay for Allosteric Agonists of the Human D2 Dopamine Receptor: Primary Screen for Agonists; 0.53% of 340,000 active; AID 485358, 2010; D(2) dopamine receptor (Homo sapiens), P14416; activation, % at 2 µM; HEK293 T-REx D2 cells, calcium flux agonist mode;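 active = activation over 3 SD above normal in the single-dose calcium agonist read, cut at about 30% in these data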; also: 0% is about no effect
Target sequence (P14416 whole entry, looked up): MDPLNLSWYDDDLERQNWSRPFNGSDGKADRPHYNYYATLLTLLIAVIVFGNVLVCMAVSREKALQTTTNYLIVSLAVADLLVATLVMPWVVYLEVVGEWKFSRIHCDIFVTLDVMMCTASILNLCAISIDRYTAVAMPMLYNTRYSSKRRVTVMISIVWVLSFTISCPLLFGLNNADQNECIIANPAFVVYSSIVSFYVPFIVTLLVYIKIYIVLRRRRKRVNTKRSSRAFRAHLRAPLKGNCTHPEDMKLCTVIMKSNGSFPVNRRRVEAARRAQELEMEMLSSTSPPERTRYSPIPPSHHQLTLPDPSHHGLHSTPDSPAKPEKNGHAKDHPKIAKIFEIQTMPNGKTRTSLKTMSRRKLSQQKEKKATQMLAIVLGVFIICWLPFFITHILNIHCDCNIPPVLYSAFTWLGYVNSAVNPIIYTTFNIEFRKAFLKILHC
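Tetracycline-induced HEK293 Trex cells with D2 receptor force-coupled to calcium signaling, plated overnight at 30 C and loaded with no-wash calcium dye. Calcium flux read kinetically for 180 s after compound addition; responses flag agonists.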
rTrxR1 inhibitor: qHTS Assay for Inhibitors of Mammalian Selenoprotein Thioredoxin Reductase 1 (TrxR1): qHTS | Thioredoxin reductase 1, cytoplasmic (Rattus norvegicus), O89049 | recombinant rTrxR1, NADPH fluorescence consumption, selenite substrate | Potency, µM (top dose mostly 114 µM), inactives show at the top dose activity change, negative = inhibition, usual class: inhibitors | 1% of 390,000 active; also: potency is read from the fitted curve at half-maximal effect; % is scaled to controls: 0 for no effect and ±100 for the full control effect; nearly all actives have a fitted effect of over 65% in size
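Rat TrxR1 (90 nM in the dispensed reagent) was pre-reduced with 400 uM NADPH for 5 min at room temperature, then incubated with compound for 15 min. After 400 uM selenite was added, NADPH fluorescence (Ex 340/Em 450 nm) was followed for 8 min.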
D2 antagonist: HTS Assay for Allosteric Antagonists of the Human D2 Dopamine Receptor: Primary Screen for Antagonists. D(2) dopamine receptor (Homo sapiens), P14416. HEK293 TREx D2 cells, calcium flux, dopamine EC80. inhibition, % at 10 µM. 2% of 340,000 active. AID 485344, 2010; in the data active = inhibition above about 30%; also: 0% is about no effect
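Antagonism is scored as inhibition of an EC80 dopamine-evoked calcium signal in a force-coupled, tetracycline-inducible HEK293 T-REx D2 line, with compound present 180 s before agonist.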
TRHR PAM: qHTS for Small Molecule Agonists and Allosteric Enhancers of Human TRH Receptor: Primary Screen for Enhancers. Thyrotropin-releasing hormone receptor (Homo sapiens), P34981. enhancement, % at 2 µM. 0.66% of 360,000 active. TRHR cells, fluo-8 calcium fluorescence, EC20 TRH enhancement; in the data active = enhancement above about 30%; also: 0% is about no effect
Target sequence (P34981 whole entry, looked up): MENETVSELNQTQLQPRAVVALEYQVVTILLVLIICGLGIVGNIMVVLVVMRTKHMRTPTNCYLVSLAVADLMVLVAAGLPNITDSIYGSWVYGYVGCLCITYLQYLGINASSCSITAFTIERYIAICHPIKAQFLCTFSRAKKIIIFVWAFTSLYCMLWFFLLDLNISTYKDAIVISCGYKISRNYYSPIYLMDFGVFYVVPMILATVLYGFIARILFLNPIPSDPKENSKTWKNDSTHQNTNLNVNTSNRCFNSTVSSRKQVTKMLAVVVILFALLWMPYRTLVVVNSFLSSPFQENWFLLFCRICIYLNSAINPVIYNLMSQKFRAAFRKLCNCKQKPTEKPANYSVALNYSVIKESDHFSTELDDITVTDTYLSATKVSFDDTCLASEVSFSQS
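TRHR-expressing cells loaded with fluo-8 calcium dye were read kinetically (ex 480/em 530) during compound addition, then stimulated with an EC20 of TRH (10 nM final). Enhancement of the Gq-mediated intracellular calcium response was scored.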
TRHR ag: qHTS for Small Molecule Agonists and Allosteric Enhancers of Human TRH Receptor: Primary Screen for Agonists; 0.18% of 360,000 active; Thyrotropin-releasing hormone receptor (Homo sapiens), P34981; activation, % at 2 µM; AID 493084, 2011; TRHR cells, calcium flux fluo-8, FDSS agonist mode; in the data active = activation above about 30%; also: 0% is about no effect
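TRHR-expressing cells, plated overnight in medium with 10% serum, were loaded with fluo-8 calcium dye at room temperature. After a 10 s baseline, library compound was pin-added and calcium release was recorded kinetically (ex 480/em 530) as agonist response.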
Pin1 inh: qHTS Assay to Find Inhibitors of Pin1 | Potency, µM (highest dose often 115 µM), without a hit: at the highest dose activity, negative = inhibition, usual class: inhibitors | Pin1 FP peptide displacement, HiFluor488, 10 min | 0.009% of 390,000 active | Peptidyl-prolyl cis-trans isomerase NIMA-interacting 1 (Homo sapiens), Q13526 | AID 504891, 2011; active = well fitted inhibition curve with a large enough effect in the polarisation, with a control signal flat, not every such curve was filed as active; inconclusive = small, poorly fitted or top-dose-only effect, or effect the other way, or a change in a side signal; inactive = no such curve, though single readings can be large or run the other way; the % refers to the polarisation; also: potency is read from the fitted curve at half-maximal effect; % is scaled to controls: 0 for no effect and ±100 for the full control effect
Target sequence (Q13526 whole entry, looked up): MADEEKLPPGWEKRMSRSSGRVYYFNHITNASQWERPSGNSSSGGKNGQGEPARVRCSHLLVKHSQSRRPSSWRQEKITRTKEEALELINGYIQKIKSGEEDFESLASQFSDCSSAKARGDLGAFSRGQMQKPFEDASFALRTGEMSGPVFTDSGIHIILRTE
USP1-UAF1 inh: Inhibitors of USP1/UAF1: Primary Screen; 0.23% of 390,000 active; Ubiquitin carboxyl-terminal hydrolase 1 (Homo sapiens), O94782; Potency, µM (titrated, usually from 57.1 µM), without a hit: at the top dose activity change, negative = inhibition, actives largely listed as inhibitors; recombinant USP1/UAF1, Ub-Rhodamine cleavage fluorescence; also: potency is read from the fitted curve at half-maximal effect; % is scaled to controls: 0 for no effect and ±100 for the full control effect; nearly all actives have a fitted effect of over 60% in size; inactives centre near -12
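High-throughput fluorogenic screen: 1nM USP1/UAF1 complex, Ub-Rho substrate 150nM final, 50mM HEPES pH 7.8 with 0.5mM EDTA, 0.1 mg/ml BSA, 1mM TCEP and 0.01% Tween-20.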
* hit, by the source's call; ? = inconclusive; . = no result given; & = joins results of further samples; ! = not confirmed by another sample; [ ] = another dose, or the depositor's remark. Unless noted, calls follow the shape of the dose curve; as a rule, active = well fitted inhibition curve with a large enough effect; inconclusive = small, poorly fitted or top-dose-only effect; inactive = no such curve, though single readings can be large or run the other way. A portion of the library; rates above refer to the full screens.

SMILES	mIDH1 inhibitor	TrxR1 substrate	D2 agonist	rTrxR1 inhibitor	D2 antagonist	TRHR PAM	TRHR ag	Pin1 inh	USP1-UAF1 inh
NC(=O)c1nsc(C(=O)N(Cc2ccccc2F)C(C(=O)NCC2CCCO2)c2ccc(F)cc2)c1N (stereo not given)	-2%	15%	-3.1	-2%	7	1	-1.1	1%	-2%
C/C(CC(=O)Nc1ccc(Br)cc1)=N\NC(=O)c1cccc(O)c1	-1%	2%	-1.8	-19%	-8	0	0.2	-2%	-11%
CCOC(=O)c1cc2c(=O)n3ccccc3nc2n(C(C)C)c1=NC(=O)c1ccncc1	3%	60%[activator][57.1 µM]	-0.3	-38%	1	-5	-0.4	1%	-7%
COc1cc(C(=O)NC2=NCCS2)cc(OC)c1OC	-2%	-6%	.	-1%	.	-6	-0.3	5%	0%
CCOc1ccccc1NC(=O)C12CC3CC(C1)CC(c1ccc(C)cc1)(C3)C2	3%	-3%	0.6	-3%	0	0	-0.1	6%	-17%
CC(C)(C)n1cnc2cc(NS(=O)(=O)c3ccc(Br)cc3)ccc21	4%	14%[57.1 µM]	-2.9	17%[57.1 µM]	8	3	-1.0	2%	-5%
O=C1Nc2ccccc2C(O)(C(=O)NC2CC2)N1c1ccc(Cl)c(Cl)c1 (stereo not given)	3%	2%	0.4	10%	3	-2	0.0	-1%	-18%
Cc1ccc(NC(=S)N(Cc2cccs2)Cc2cc3cccc(C)c3[nH]c2=O)cc1	1%	9%[57.1 µM]	-0.4	13%[57.1 µM]	-8	1	-0.1	2%	-23%
COCCCNC1CS(=O)(=O)CC1O (stereo not given)	0%	6%	0.6	15%	-9	8	0.5	-2%	-25%
COc1ccc(NC(=O)CN2CCN(CC(=O)Nc3ccc(F)cc3)CC2)cc1Cl	25%	1%	0.1	5%	10	-7	-0.4	5%	-11%
COc1ccc(OC)c(CNC(=O)C2CCN(S(=O)(=O)N3CCC(C)CC3)CC2)c1	-5%	5%	-0.6	19%	-7	-3	0.7	-6%	-22%
Cc1c(Cl)cccc1NC(=O)Nn1cnnc1	-6%	0%	0.1	4%	-4	10	1.0	1%	-2%
CC(C)(C)c1ccc(C(=O)NCc2nnc(SCC(=O)N3CCCc4ccccc43)n2-c2ccccc2)cc1	3%	-17%	-0.8	-13%	-16	2	-1.6	-9%	-8%
C[C@H]1CCC[C@@]2(O[C@H](CCO)C[C@H](O)[C@H]2O)O1	3%	8%	.	21%	.	.	.	-8%	-16%
O=C1CC(Nc2cc(=O)[nH]c(=O)[nH]2)C(=O)N1c1ccccc1Cl (stereo not given)	?	5%	0.1	25%	-20	-4	0.8	1%	-17%
CCN(CC)CCOC(=O)c1cccc(Cl)c1	0%	-6%	-0.2	2%	24	-4	1.5	1%	-13%
O=C(NCc1ccc(Cl)cc1)C1CCC(CNc2c(N3CCCCC3)c(=O)c2=O)CC1 (stereo not given)	-2%	-6%	0.3	0%	-4	-8	0.0	0%	-12%
CCOC(=O)c1cnc2c(c(C)nn2C)c1Oc1ccccc1F	17%	7%	-0.8	17%	7	6	-0.2	9%	-9%
O=C(O)Cn1c(-c2cccs2)cc2cc(Cl)ccc21	.	143%[activator]	-0.4	7%	.	0	0.2	3%	10%
Cc1ccc(-c2ccnc(-c3ccc(O)cc3)n2)cc1	3%	6%[57.1 µM]	-0.6	13%[57.1 µM]	8	2	-0.2	0%	-20%
Cc1nn(-c2ccc(F)cc2)c2sc(C(=O)OCC(=O)N3CCC(C)CC3)cc12	5%	16%	-1.3	7%	-4	-7	-0.9	-6%	-19%
CC(=O)N1C[C@H]2CON(C)[C@H]2C[C@H]1c1cccc(-c2ccccc2)c1	6%[38.3 µM]	1%	.	16%	.	.	.	2%	-10%
CCc1ccc(-n2c(SCc3cccc(F)c3)nc3[nH]ncc3c2=O)cc1	-4%	-11%[57.1 µM]	0.1	2%[57.1 µM]	.	0	0.1	4%	?
COc1ccc(/C=C(\C#N)C(=O)NCc2cccnc2)cc1OC	0%	-17%	-0.9	?	-18	6	0.4	-5%	-19%
Cc1ccccc1NC(=O)COC(=O)/C=C/c1cn(-c2ccccc2)nc1-c1cccnc1	1%	14%	-0.4	13%	-5	-6	0.4	15%	-13%

(cont.)
SMILES	mIDH1 inhibitor	TrxR1 substrate	D2 agonist	rTrxR1 inhibitor	D2 antagonist	TRHR PAM	TRHR ag	Pin1 inh	USP1-UAF1 inh
CC(C)(C)S(=O)(=O)c1cnc2c(-c3ccc(F)cc3)cnn2c1N	0%	31%[activator]	1.0	4%	-14	2	-0.4	-4%	-22%
Cc1ccc(C(=O)Nc2nccc(-c3cccs3)n2)cc1	5%	-9%	0.8	-9%	14	0	-0.4	-6%	-10%
COc1ccc(-c2csc(NC(CO)c3nc4ccccc4n3CCOCCO)n2)cc1 (stereo not given)	-4%	9%[57.1 µM]	.	-11%	.	.	.	9%	-25%
O=c1c(-c2ccc(O)cc2)coc2cc(OC3OC(CO)C(O)C(O)C3O)ccc12 (stereo not given)	1%	5%	1.9	23%	5	-2	0.2	-6%	-25%
CN(C(=O)Cn1nnc(-c2ccc(S(C)(=O)=O)cc2)n1)c1ccccc1	3%	-3%	-1.2	6%	.	-3	-3.0	1%	-15%
COc1ccc2sc(NC(C)=O)nc2c1	-4%	-7%	.	-13%	.	-3	0.3	-15%	1%
CCC(c1nnnn1Cc1ccc(F)cc1)N(CCCO)Cc1cc2cc3c(cc2[nH]c1=O)OCO3 (stereo not given)	3%	11%	-0.1	7%[57.1 µM]	8	4	0.0	2%	0%
c1cc2c(cn1)cnc1cscc12	0%	20%	2.4	1%	3	1	0.2	-1%	-16%
Cc1cccc(C(P(=O)(c2ccccc2)c2ccccc2)P(=O)(c2ccccc2)c2ccccc2)n1	0%	-13%	2.0	-20%	-5	-6	-0.1	0%	-15%
O=C(NCCc1ccc(F)cc1)c1ccc2nccnc2c1	-5%	-7%	0.6	13%	-19	3	0.4	1%	-21%
CN(C(=O)CSc1nnc(-c2ccc(Cl)cc2)n1C)C1CCS(=O)(=O)C1 (stereo not given)	0%	0%	.	4%	.	.	.	-1%	-22%
COc1ccccc1CNC(=O)C(C)n1cccc1C(=O)c1ccccc1 (stereo not given)	6%	-13%	-0.7	-21%	3	-6	0.2	2%	-24%
CCOC(=O)c1c(NC(=O)CN2C(=O)C(=O)N(CC(C)C)C2=O)sc(C)c1CC	-2%	-4%	-1.3	11%	-8	-3	0.2	33%[activator]	-17%
Cc1ccc(-n2ncc3c(NCCC4=CCCCC4)ncnc32)cc1C	8%	0%[57.1 µM]	0.1	25%[57.1 µM]	.	-1	0.9	1%	-31%
CC1CC(C)CN(c2nc3c(c(=O)n(C)c(=O)n3C)n2CCSc2nc3ccccc3o2)C1 (stereo not given)	-1%	3%[57.1 µM]	.	1%[57.1 µM]	.	.	.	-7%	-20%
CCOC(=O)/C=C1\CC(C(=O)OCC)Oc2c(OC)cccc21 (stereo not given)	6%	3%&9%	.	28µM*!	.	.	.	2%	-19%
CC=CC1OCC(CC)C(CCC)O1 (stereo not given)	2%	-10%	.	-18%	.	.	.	-3%	1%
COCC(=O)Nc1cccc(-c2ccc3nncn3n2)c1	0%	6%	0.0	9%	12	1	0.6	4%	-21%
COc1cccc(NC(=O)N2CCCC2C(=O)NC23CC4CC(CC(C4)C2)C3)c1 (stereo not given)	-4%	-7%[57.1 µM]	.	16%[57.1 µM]	.	9	-0.2	-2%	-20%
CC(C)(C)OC(=O)N1CCC(c2c(C(=O)NCCN3CCC(Cc4ccccc4)CC3)cnn2-c2ccccc2)CC1	2%	0%	3.8	7%	.	3	3.0	-3%	-6%
O=C(/C=C/Nc1ccc(F)cc1Br)c1ccccc1	3%	-7%	0.2	7%	-3	8	0.1	1%	-4%
O=C(Cc1cccs1)N1CCC(c2nc3c(nnn3Cc3ccccc3Cl)c(=O)[nH]2)CC1	-10%	-3%	-0.5	24%	0	-1	-0.6	6%	-4%
O=C(NN1C(=O)C2C3C=CC(C3)C2C1=O)c1cccc(Cl)c1 (stereo not given)	-1%	-13%	2.3	-2%	-11	-6	0.1	-11%	-17%
CCOC(=O)c1[nH]cnc1C(=O)Nc1cccc(N)n1	3%	-7%	0.2	1%	24	-3	-0.1	4%	3%
CCOC(=O)C1=C(COC(=O)CNS(=O)(=O)c2ccc(C)cc2)NC(=O)NC1C (stereo not given)	1%	-4%	-0.7	-8%	-1	4	1.2	-6%	-12%
CCOC(=O)C1CCN(C(=O)c2sc3nc(C)nc(N4CCC(C)CC4)c3c2C)CC1	6%	-2%	.	1%	.	-2	0.1	-2%	-6%
CC(C)C[C@H](NC(=O)c1[nH]cnc1C(=O)N[C@@H](Cc1ccccc1)C(=O)OC(C)(C)C)C(=O)OCc1ccccc1	14%	-12%[57.1 µM]	0.6	37%	-15	-1	3.1	5%	?
